Shn3 3UTR inh: reduces Shn3 3'UTR luciferase signal in osteoblasts; Clone20 osteoblast Shn3 3'UTR firefly luciferase, 24 h; inhibition, % at 12.5 µM; 360,000 compounds, 0.52% hits; AID 588674;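 active = mean inhibition of at least 75% with every replicate also reaching 75%; inconclusive = mean inhibition at least 75% but some replicate below; inactive = mean inhibition below 75%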;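 also: 0% = median of neutral control wells and 100% = pilot-screen positive control compound; some compounds past the cut are filed as inactive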
KKLEB cytotox: counter-screen for CF NF-kB inhibitors: cytotoxicity; 360,000 compounds, 0.36% hits; KKLEB CF airway cells viability, ATPlite luminescence, overnight; hits give low values; cells stimulated with P. aeruginosa culture filtrate; activity change (cytotoxicity), % at 5 µM; AID 602141;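 active = corrected activity change at or below -50% at 5 µM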
CaV13 FRET inh: Disruptors of the CACNA1D IQ motif to Ca2+-dependent inactivation inhibitor domain association, primary screening, Förster resonance energy transfer in intact living …. HEK cells, CFP/YFP FRET ICDI-IQ, plate reader, 10 min; percent FRET-ratio fall versus neutral wells. inhibition, % at 12.3 µM. 340,000 compounds, 0.098% hits;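 active = mean replicate inhibition of at least 30% and at least 1% of replicates passing that level; inconclusive = only one of the two criteria is met; inactive = neither criterion is met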;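 also: 0% = median of the neutral control wells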
Vif imaging: blocks HIV Vif function; HEK293T cells, Vif self-association by quenched fluorescence, imaging, 24 h; inhibition, % at 7.49 µM; 340,000 compounds, 0.35% hits; in the data active = inhibition above about 50%, passing the limit was not always enough; inconclusive = no clear call, values can overlap the other calls; inactive = below about 31%; also: some results filed as inactive read as strong as hits
NR2E3 ag-1: activates human photoreceptor nuclear receptor NR2E3; 320,000 compounds, 0.12% hits; GST-NR2E3/biotin-RetCOR TR-FRET, 1536-well; AID 2300; Q9Y5X4; inhibition of corepressor binding, % at 4.78 µM;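 active = percent inhibition above the cutoff of mean plus 3 SD of all tested compounds, set per screening campaign, cut at about 20% in these data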;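 also: 0% = DMSO wells and 100% = biotin wells as full block of FRET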
Target sequence (Q9Y5X4 whole entry, looked up): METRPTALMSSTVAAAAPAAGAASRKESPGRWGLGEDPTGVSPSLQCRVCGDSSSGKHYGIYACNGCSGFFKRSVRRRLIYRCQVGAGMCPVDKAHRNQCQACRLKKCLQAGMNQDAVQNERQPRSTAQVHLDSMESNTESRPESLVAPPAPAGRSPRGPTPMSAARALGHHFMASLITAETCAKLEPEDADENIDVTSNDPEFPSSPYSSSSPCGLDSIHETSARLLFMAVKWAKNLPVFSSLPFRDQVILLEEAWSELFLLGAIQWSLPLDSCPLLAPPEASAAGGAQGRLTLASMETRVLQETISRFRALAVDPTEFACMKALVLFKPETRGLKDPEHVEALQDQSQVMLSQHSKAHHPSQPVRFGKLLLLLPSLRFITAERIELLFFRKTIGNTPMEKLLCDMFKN
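Material: NR2E3–RetCOR corepressor complex / Incubation: Compound–protein incubation for 5 h at 4 °C / Dosing: compound at 4.8 µM, single dose / Detection: time-resolved FRET / Benchmarks: high control biotin, low control 0.6% DMSO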
NR2E3 ag-2: human photoreceptor-specific nuclear receptor agonism | Q9Y5X4 | CHO-S Gal4-NCOR/VP16-NR2E3 two-hybrid, luciferase | inhibition of corepressor binding, % at 3.98 µM | 360,000 compounds, 0.35% hits | AID 602229;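 active = inhibition above the mean of all tested compounds plus 3 SD, cut at about 70% in these data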;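 also: 0% = DMSO with NR2E3 transfected cells and 100% = cells lacking NR2E3 construct; higher means lower luciferase signal from less NR2E3 corepressor binding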
CF NFkB inh: inhibitors of cystic fibrosis induced NF-kB; KKLEB NF-kB-GFP reporter, PAF-induced, GFP fluorescence overnight; inhibition, % at 5 µM; 360,000 compounds, 0.86% hits;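 active = at least 50% inhibition at 5 µM, scaled per plate between neutral and stimulator controls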;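 also: PAF is a Pseudomonas aeruginosa culture filtrate used as stimulus; plate controls were PAF-stimulated DMSO wells for no effect and unstimulated DMSO wells for full effect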
TRPM1 prom inh: MITF TRPM1 promoter inhibition in SK-MEL-5 cells; inhibition, % at 12.5 µM; 330,000 compounds, 0.83% hits; SK-MEL-5 TRPM1 promoter luciferase, 24 h; AID 488899;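 active = mean inhibition across replicates of 60% or more, whatever share of single replicates reaches that level; inconclusive = some that reach 60%, reason not given; inactive = mean inhibition across replicates below 60%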; also: values of inactives mirror those of a sister screen read the other way
HIF-2a block: blocks HIF-2a reporter activity; inhibition, % at 18.8 µM; 786-0 RCC cells HIF-2a reporter, luciferase luminescence, overnight; 360,000 compounds, 0.72% hits;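 active = inhibition of the luminescence signal of 40% or more relative to plate controls, in a single-dose primary screen at 18.75 µM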
Peg3 promoter: Peg3 promoter activity inhibition; HeLa PEG-Prom luciferase reporter, luminescence, overnight; inhibition, % at 20 µM; 360,000 compounds, 1.7% hits;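 active = inhibition of at least 50% at 20 µM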
PDI inh: PDI (human) enzyme inhibition; P07237; PDI insulin aggregation turbidity, A650, 90 min; inhibition, % at 10 µM; 350,000 compounds, 0.052% hits;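 active = mean inhibition across replicates of 30% or more, whatever share of single replicates reach that level; inconclusive = mean inhibition below 30% while every single replicate reaches 30%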;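 also: absorbance from insulin aggregation driven by PDI reduction with DTT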
Target sequence (P07237 whole entry, looked up): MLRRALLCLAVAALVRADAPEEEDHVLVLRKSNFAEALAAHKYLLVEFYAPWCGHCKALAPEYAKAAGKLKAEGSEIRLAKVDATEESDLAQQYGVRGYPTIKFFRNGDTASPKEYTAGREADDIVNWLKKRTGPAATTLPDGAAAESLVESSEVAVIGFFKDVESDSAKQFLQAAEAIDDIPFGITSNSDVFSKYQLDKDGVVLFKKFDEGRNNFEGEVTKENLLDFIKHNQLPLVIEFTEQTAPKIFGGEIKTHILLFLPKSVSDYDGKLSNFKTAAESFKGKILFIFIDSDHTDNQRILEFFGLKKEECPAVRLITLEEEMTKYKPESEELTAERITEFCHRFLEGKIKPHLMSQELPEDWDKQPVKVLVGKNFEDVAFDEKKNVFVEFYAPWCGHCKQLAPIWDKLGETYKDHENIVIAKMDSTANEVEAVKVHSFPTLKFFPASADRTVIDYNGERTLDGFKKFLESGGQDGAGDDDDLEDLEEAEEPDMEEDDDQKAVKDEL
The depositor's hits bear a star; ? = inconclusive; . = not tested or not shown. Random draw from the library; 3.3% or so of the library scored in one or more.

SMILES | Shn3 3UTR inh | KKLEB cytotox | CaV13 FRET inh | Vif imaging | NR2E3 ag-1 | NR2E3 ag-2 | CF NFkB inh | TRPM1 prom inh | HIF-2a block | Peg3 promoter | PDI inh
COc1ccc(N2CC(C(=O)NC3CCSC3=O)CC2=O)cc1 (configuration not stated) | -17 | 4 | -3 | -31 | 2 | -43 | -1 | 13 | 3 | -14 | -16
CC(C)OCCCNC(=O)CN1C(=O)/C(=C/c2ccccc2)Sc2ccccc21 | 0 | 7 | -3 | -3 | 0 | -6 | 2 | -2 | 5 | 11 | 3
Cc1cccc(OCC(=O)Nc2cccc3nsnc23)c1 | -8 | 8 | . | 15 | 1 | 7 | -3 | -25 | -52 | -97 | 10
COc1cccc([C@@H]2CC=C(C(=O)O)[C@H](c3ccc(Br)cc3)N2S(=O)(=O)c2ccc(C)cc2)c1 | 12 | 19 | -2 | -3 | . | -4 | -13 | 7 | 23 | 3 | -3
O=S(=O)(c1cc(F)ccc1F)N1CCN(c2ncccn2)CC1 | 4 | 1 | -3 | -4 | . | 0 | 7 | -1 | 9 | 14 | 34*
CCOC(=O)N1CCN(c2c(NCCCN(CC)CC)c(=O)c2=O)CC1 | 11 | -7 | -4 | -2 | 3 | 0 | 14 | 9 | -3 | -2 | -4
N#Cc1c(C(F)(F)F)cc(-c2ccccc2)nc1SCc1nc(N)nc(N2CCOCC2)n1 | 6 | -2 | -9 | . | 2 | 16 | -4 | 9 | -3 | 9 | -7
CC(C)(C)n1nc2c(c1NC(=O)c1cc3ccccc3o1)CS(=O)(=O)C2 | -6 | -7 | -3 | -7 | 8 | 1 | 13 | 10 | 21 | 15 | -2
Cc1cc(C)c(C)c(S(=O)(=O)N2CCC(C(=O)N3CCCC3)CC2)c1C | -3 | -9 | -2 | 2 | -1 | -10 | 30 | -14 | -2 | 13 | -6
O=C(NCc1ccc2c(c1)OCO2)C(c1ccco1)N(C(=O)c1csnn1)c1ccccc1 (configuration not stated) | 3 | -7 | -6 | 4 | -3 | -15 | 10 | 7 | 8 | 23 | 2
COc1ccccc1Cn1c(=O)[nH]c2cccnc21 | -9 | -3 | -1 | 9 | 3 | 8 | -25 | 5 | 2 | -6 | -5
Cc1ccccc1OCCNC(=O)CNC(=O)c1ccccc1O | 2 | 2 | -7 | -3 | 2 | -26 | 14 | 1 | -15 | 9 | 1
O=C(CCNC(=O)N1CCn2c1nc1ccccc12)NCc1ccc(Cl)cc1 | -2 | 7 | -3 | 2 | -1 | 14 | 6 | -3 | -4 | -7 | -8
Cc1cc(C)c(OCC(=O)Nc2nnc(-c3ccco3)o2)c(C)c1 | -11 | -3 | -1 | -6 | 1 | -13 | 4 | 5 | 9 | 11 | -1
CCc1cc(/C(Cc2csc(C)n2)=N/O)c(O)cc1O | 15 | -2 | . | -4 | 2 | 10 | -6 | 8 | 11 | 7 | 9
CC(=O)N1CCc2cc(S(=O)(=O)NC(C(=O)NCc3ccccc3)C(C)C)ccc21 (configuration not stated) | 19 | 0 | -5 | 0 | -3 | -11 | -16 | 1 | 14 | 13 | 0
Cc1ccc(C(=O)OC(C)C(=O)NCc2ccc3c(c2)OCO3)cc1S(=O)(=O)N1CCOCC1 (configuration not stated) | 9 | -10 | -6 | 16 | . | -60 | -8 | 8 | 12 | 12 | -3
O=c1c2ccccc2nc2n1C(CSc1ccccc1)CS2 (configuration not stated) | 1 | 25 | -3 | 0 | 9 | -26 | -16 | 4 | 6 | 10 | 4
C=CCn1c(SCC(=O)c2ccc(CNC(C)=O)o2)nc2scc(C3CC3)c2c1=O | 10 | -4 | -3 | -2 | 4 | -16 | 5 | 4 | 0 | 9 | -2
Cc1ccc(-c2nc3cnccn3c2Nc2ccc3c(c2)OCCO3)o1 | -26 | -14 | -5 | 2 | 0 | -50 | 4 | -1 | -75 | -33 | -3
CSCC[C@H](NC(=O)N1C[C@H]2C[C@@H](C1)c1cccc(=O)n1C2)C(=O)Nc1ccc(NC(C)=O)cc1 | -15 | -8 | . | -7 | -4 | -33 | 11 | -3 | 7 | -8 | .
O=C(Nc1ccccc1N1CCOCC1)C1(c2ccc(Cl)cc2)CCC1 | 15 | -2 | -5 | 5 | 2 | 13 | 2 | 1 | 14 | 25 | 3
Cc1ccccc1N1CCN(S(=O)(=O)N(C)C)CC1 | -8 | 11 | -4 | 2 | 2 | 19 | 1 | -4 | 10 | 4 | -1
CC(C)(C)OC(=O)N1CCN(C(=O)Cn2cc(CCO)nn2)CC1 | 12 | 6 | -11 | -3 | 4 | 3 | 14 | . | 14 | -2 | 15
CCOC(=O)CCCNC(=O)CN1C(=O)NC(c2ccccc2)(c2ccccc2)C1=O | 17 | -2 | -7 | -3 | 1 | 13 | -9 | 5 | 22 | 7 | -6
Additional entries follow:
SMILES | Shn3 3UTR inh | KKLEB cytotox | CaV13 FRET inh | Vif imaging | NR2E3 ag-1 | NR2E3 ag-2 | CF NFkB inh | TRPM1 prom inh | HIF-2a block | Peg3 promoter | PDI inh
COCc1ccc(CN2CCC(n3nccc3NC(=O)c3ccc4c(c3)OCO4)CC2)o1 | -5 | 2 | -15 | ? | . | 1 | -10 | . | 5 | -7 | 4
CCN(CC)S(=O)(=O)c1ccc(C(=O)NC2=NCCS2)cc1 | -10 | 6 | -3 | -11 | 5 | -1 | -5 | -2 | -34 | -14 | 3
CCCCNc1nnc(Cc2ccc(Cl)cc2)c(=O)[nH]1 | -44 | 6 | -18 | -8 | . | -3 | -5 | 22 | 10 | 3 | -1
CN1CCC(=NNC(=O)C(=O)NC(C)(C)C)CC1 | -10 | 17 | -8 | -2 | 1 | -15 | 3 | -8 | 9 | -11 | -5
CC[N+]1(CC)CC2=Cc3ccccc3CC2C1 (configuration not stated) | -1 | -10 | 11 | -5 | 3 | -15 | -4 | -9 | -1 | -1 | 2
CC(C)(C)CC(=O)Nc1nn[nH]n1 | -13 | 6 | -3 | -1 | -2 | 2 | 1 | -9 | 4 | -7 | 11
COC(CNC(=O)c1ccc2c3c(onc13)-c1ccccc1C2=O)OC | . | -2 | -27 | -3 | -1 | -195 | -2 | 80* | -169 | 102* | 8
COc1cc(/C=N/NC(=O)c2cccc([N+](=O)[O-])c2)ccc1OCc1ccc(C)cc1 | -59 | -30 | -5 | -4 | 4 | -35 | 42 | -68 | -15 | -166 | -2
O=C(CN1CCNCC1)N1CCOCC1 | -17 | -15 | . | 2 | . | 12 | 18 | . | 6 | -4 | .
O=C(OCc1nnc(-c2ccccc2)o1)c1cccc(S(=O)(=O)N2CCOCC2)c1 | 59 | 2 | -5 | . | 2 | 7 | -21 | -7 | -7 | -31 | -15
COc1ccccc1C(=O)NC(=O)OCCn1c(C)cnc1[N+](=O)[O-] | 8 | -2 | -7 | 7 | 5 | -8 | -5 | -8 | 13 | 1 | 13
OCC1(CC2CCCCO2)CCN(Cc2nc3ccccc3[nH]2)CC1 (configuration not stated) | 1 | -2 | -4 | -9 | 1 | -6 | -17 | 16 | 4 | 2 | -6
CC(C(=O)Nc1ccccc1-c1ccccc1)N1CCN(Cc2ccccc2)CC1 (configuration not stated) | 6 | 5 | -6 | 1 | 1 | -9 | 13 | 0 | 11 | 22 | -3
CCN(CC)S(=O)(=O)c1cccc(-c2nn(-c3ccccc3)cc2/C=C(\C#N)C(=O)NCc2ccco2)c1 | 7 | -28 | -3 | 2 | 0 | -31 | 26 | 9 | 20 | 14 | -7
COc1ccccc1NC(=O)C1CCN(C(=O)NCc2ccccc2)CC1 | -4 | -2 | -7 | 13 | -1 | -2 | -2 | -2 | 16 | 4 | 0
Cc1ccc(NC2=C(Cl)C(=O)OC2OC(C)C)cc1 (configuration not stated) | -2 | 4 | -5 | 7 | -1 | -8 | -6 | 2 | 13 | -7 | 9
O=S(=O)(c1cccc2cccnc12)N1CCCCC1 | -17 | 10 | -5 | -2 | 2 | -6 | -1 | 7 | 6 | 11 | 13
COC(=O)[C@H](Cc1ccccc1)NC(=O)N1CCN(c2ccc(F)cc2)CC1 | 9 | 8 | -5 | 1 | 2 | -7 | 9 | -23 | 16 | 7 | 1
O=C(NC1CCCCCC1)C1c2ccccc2C(=O)N1Cc1cccs1 (configuration not stated) | -9 | 4 | -5 | 1 | 0 | -5 | -2 | 5 | 19 | 2 | 5
CCOC(=O)NC(NS(=O)(=O)c1ccccc1)(C(=O)OCC)C(F)(F)F (configuration not stated) | -1 | -2 | -2 | 3 | 2 | -1 | 0 | 10 | 12 | 0 | -1
CC1CN(C(=O)CSc2nnc(-c3ccccc3)o2)CC(C)O1 (configuration not stated) | 4 | 4 | . | 0 | -2 | -6 | -16 | -2 | 8 | 8 | 1
Cc1nn(CCS(=O)(=O)c2ccc(Cl)cc2)c(C)c1Br | 7 | 9 | -3 | 0 | 1 | -31 | -6 | -7 | 14 | 10 | -4
O=[N+]([O-])c1ccc(-c2nc(C(Cl)Cl)c3ccccc3n2)cc1 | 67 | -46 | -19 | 13 | 4 | -21 | 33 | 66* | -29 | 64* | -1
CCOC(=O)CSc1nc(C)c2ccc(C)cc2n1 | 12 | 3 | -5 | 5 | 5 | -36 | -9 | -1 | 9 | -12 | -1
CC(=O)c1cccc(NC(=O)/C(=C/c2ccco2)NC(=O)c2ccco2)c1 | -23 | -9 | -7 | -7 | 0 | -30 | 8 | 6 | 2 | 4 | 17
COc1ccc(NC(=O)Nc2ccc(Br)cn2)cc1OC | -3 | 14 | -4 | -7 | 2 | 11 | 6 | -40 | -87 | -67 | 4
CCn1cc(C(=O)N[C@H](C(=O)NCCO)C(C)C)c(=O)c2cc3c(cc21)OCO3 | 4 | -6 | -21 | 1 | 1 | -8 | -1 | 3 | 6 | 1 | -2

Look-ups from the list:
Vif imaging result of `Cc1ccc(NC2=C(Cl)C(=O)OC2OC(C)C)cc1` (configuration not stated) = 7
NR2E3 ag-1 result of `CCOC(=O)CSc1nc(C)c2ccc(C)cc2n1` = 5

Only Vif imaging and NR2E3 ag-1 (5 entries from above):
SMILES | Vif imaging | NR2E3 ag-1
COC(CNC(=O)c1ccc2c3c(onc13)-c1ccccc1C2=O)OC | -3 | -1
COc1cc(/C=N/NC(=O)c2cccc([N+](=O)[O-])c2)ccc1OCc1ccc(C)cc1 | -4 | 4
O=C(CN1CCNCC1)N1CCOCC1 | 2 | .
O=C(OCc1nnc(-c2ccccc2)o1)c1cccc(S(=O)(=O)N2CCOCC2)c1 | . | 2
COc1ccccc1C(=O)NC(=O)OCCn1c(C)cnc1[N+](=O)[O-] | 7 | 5
